Assay outcomes deposited in PubChem by several laboratories.
TLR9-MyD88 inh: inhibitors of TLR9-MyD88 association in cells, primary screen, cell-based, CHO, BLA complementation, fluorescence. Toll-like receptor 9 (Homo sapiens) + Myeloid differentiation primary response protein …. CCF4 FRET ratio. inhibition, % at 4.98 µM. actives 0.21% (n = 340,000). AID 504734, 2011;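 active = inhibition above the mean over all tested compounds plus 3 SD, cut at about 21% in these data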;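 also: 0% = DMSO only wells and 100% = clavulanate BLA inhibitor control wells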
MC4R antag cAMP: MC4R antagonists of cAMP signaling, primary screen, cell-based, TR-FRET, antagonist arm of biased-ligand search; Melanocortin receptor 4 (Homo sapiens), P32245; MC4R-expressing cells, MTII-stimulated cAMP, LANCE TR-FRET; inhibition, % at 6.5 µM; actives 0.48% (n = 360,000); AID 540295, 2011;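 active = inhibition above its plate's cutoff, the mean of tested wells on that plate plus 3 SD, cut at about 29% in these data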;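 also: 0% = Melanotan II alone and 100% = Melanotan II plus saturating MCL0020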
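Material: U2OS-MC4R stable cell line | Reagent: Melanotan II challenge after compound preincubation | Doses: One concentration, 6.5 µM nominal | Incubation: 30-min compound preincubation, 1-h Melanotan II challenge, 1-h detection, room temperature | Signal: TR-FRET cAMP assay | Replicates: One well per compound, no replicates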
m5-HT2A agonist: mouse Htr2a agonists via beta-arrestin recruitment, primary screen, cell-based, luminescence. CHO-K1 mHTR2A beta-arrestin complementation; percent of 30 µM serotonin response. AID 624169, 2012. actives 0.66% (n = 360,000). activation, % at 7.6 µM. 5-hydroxytryptamine receptor 2A (Mus musculus), P35363;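 active = activation above a run cutoff, the mean activation of all tested compounds plus 3 SD, cut at about 14% in these data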;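 also: 0% = plate median of compound wells and 100% = 30 µM serotonin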
ABHD5 PLIN5 PPI: ABHD5-PLIN5 interaction inhibitors, primary screen, cell lysate, split luciferase complementation, luminescence; Perilipin-5 (Homo sapiens) + 1-acylglycerol-3-phosphate O-acyltransferase ABHD5 (Homo …; Split G. princeps luciferase complementation, 4 h; inhibition, % at 4 µM; actives 0.78% (n = 360,000); AID 602281, 2012;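 active = inhibition above the mean inhibition across every tested compound plus 3 SD, cut at about 22% in these data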;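 also: 0% = DMSO only wells and the 100% control is not disclosed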
NOD2-RIPK2 inh: NOD2-RIPK2 binding disruptors in cells, primary screen, fluorescence, CHO cells, BLA complementation. Receptor-interacting serine/threonine-protein kinase 2 (Homo sapiens), O43353. CCF4 ratio. inhibition, % at 4.98 µM. actives 0.38% (n = 360,000). AID 624267, 2012; in the data active = inhibition above about 21%;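 also: 0% = vehicle only and 100% = reference blocker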
N-glyco inh: increase of ERlucT glycosylation luciferase signal, primary screen, N-linked glycosylation inhibitor project, D54 ERlucT cells, luminescence, set 2 | D54 ERlucT glycosylation luciferase reporter, 24 h; percent of 100 nM tunicamycin response | actives 0.23% (n = 360,000) | reporter increase, % at 12.5 µM;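 active = mean luciferase reporter signal, scaled so untreated is 0 and the glycosylation-blocking control 100, at or above a set limit in every replicate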;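 also: luciferase carries N-glycosylation sites so blocking glycosylation raises the light; 0% = median of neutral control wells and 100% = median of 100 nM tunicamycin wells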
Cardio protect: cardioprotection against H2O2-induced cell death, primary screen, uHTS, H9c2 cells, ATPLite luminescence | protection from H2O2 cell death, % at 20 µM | AID 588492, 2011 | H9c2 cardiomyocytes, H2O2 injury protection, 2 h | actives 0.63% (n = 360,000);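 active = compounds giving at least 50% protection of heart cells from peroxide-induced death in the single-dose screen, raw or plate-pattern-corrected value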;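 also: 0% = DMSO wells with peroxide and 100% = DMSO wells without peroxide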
MC4R ag barr: MC4R agonists recruiting beta-arrestin, primary screen, cell-based, luminescence, agonist arm of biased-ligand search. U2OS MC4R beta-arrestin complementation; percent of melanotan II response, DMSO zero. activation, % at 8.9 µM. actives 0.98% (n = 360,000);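 active = activation above a per-plate cutoff, the mean activation of sample wells on that plate plus 3 SD, cut at about 8% in these data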
ABCB6 inh MLPCN: ABCB6 transporter inhibitors, primary screen, K562-ABCB6 cells, flow cytometry, MLPCN library | K562-ABCB6 porphyrin accumulation, 1 h; hits give low values | fluorescence ratio to DMSO, % at 10 µM | actives 0.19% (n = 360,000);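 active = fluorescence ratio to DMSO below 75%, the collection mean minus 3 SD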;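 also: signal is porphyrin accumulated inside mitochondria; 100% equals median channel fluorescence of DMSO control wells; lower ratio means ABCB6 inhibition with less porphyrin fluorescence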
Target sequence (Q9NP58 whole entry, looked up): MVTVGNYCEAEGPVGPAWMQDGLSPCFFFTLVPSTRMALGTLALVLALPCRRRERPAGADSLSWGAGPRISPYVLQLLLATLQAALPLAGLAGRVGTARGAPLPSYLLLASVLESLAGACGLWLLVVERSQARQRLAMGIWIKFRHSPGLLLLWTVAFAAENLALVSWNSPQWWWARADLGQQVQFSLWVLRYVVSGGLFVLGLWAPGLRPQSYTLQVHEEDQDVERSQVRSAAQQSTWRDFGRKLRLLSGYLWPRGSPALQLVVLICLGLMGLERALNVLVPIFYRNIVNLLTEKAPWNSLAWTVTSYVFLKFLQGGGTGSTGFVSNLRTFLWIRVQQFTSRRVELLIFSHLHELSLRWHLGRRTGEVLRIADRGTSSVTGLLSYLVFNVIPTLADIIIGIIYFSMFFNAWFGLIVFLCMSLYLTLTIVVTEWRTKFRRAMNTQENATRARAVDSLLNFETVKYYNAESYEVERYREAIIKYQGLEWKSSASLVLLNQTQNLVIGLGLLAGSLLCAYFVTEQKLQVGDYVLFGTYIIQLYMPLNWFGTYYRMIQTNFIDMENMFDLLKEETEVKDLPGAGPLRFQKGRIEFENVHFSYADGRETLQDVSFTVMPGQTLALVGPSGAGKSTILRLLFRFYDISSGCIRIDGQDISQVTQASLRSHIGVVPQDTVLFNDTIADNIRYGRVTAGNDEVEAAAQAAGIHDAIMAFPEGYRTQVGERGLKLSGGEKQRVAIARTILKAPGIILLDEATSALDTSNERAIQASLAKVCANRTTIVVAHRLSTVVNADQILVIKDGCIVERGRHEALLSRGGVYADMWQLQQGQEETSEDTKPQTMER
SRC2 inh: inhibition of GAL4-SRC2 driven luciferase reporter, primary screen, SRC2 inhibitor project, cell-based, luminescence | inhibition, % at 9 µM | HEK293 GAL4-SRC2 luciferase reporter | Nuclear receptor coactivator 2 (Homo sapiens), Q15596 | actives 0.17% (n = 370,000);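 active = inhibition above the mean inhibition of all tested compounds plus 3 SD, set per campaign, cut at about 52% in these data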;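 also: 0% = DMSO treated cells and 100% = cells given Gossypol at 36 µM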
Starred values were filed as active, the others as inactive; . = no result given. Not all compounds are listed. The share of hits here may be higher or lower than overall.

SMILES | TLR9-MyD88 inh | MC4R antag cAMP | m5-HT2A agonist | ABHD5 PLIN5 PPI | NOD2-RIPK2 inh | N-glyco inh | Cardio protect | MC4R ag barr | ABCB6 inh MLPCN | SRC2 inh
Cc1cc(-c2ccc(Br)cc2)n[nH]1 | -12.1 | 2.5 | 4.0 | -1.8 | -1.3 | 2.6 | -7.9 | -2.9 | 88.0 | -25.7
Cc1ccc(S(=O)(=O)NCc2ccccc2)s1 | -4.3 | 9.3 | -11.9 | 4.8 | -7.6 | 0.5 | -4.3 | 0.8 | 92.0 | -18.6
COc1ccc(OC(C)C(=O)N2CCN(c3ccccn3)CC2)cc1 (stereo not given) | 0.2 | 5.4 | 1.1 | 1.7 | 2.0 | -1.2 | 8.3 | -0.2 | 97.0 | 19.4
CSc1ccccc1NC(=O)C(=O)c1c[nH]c2ccccc12 | -0.4 | 5.9 | 4.0 | -7.9 | 0.6 | -1.6 | -2.3 | 1.5 | 88.0 | 10.8
COc1ccc(Cc2nnc(SCC(=O)N3CCN(c4ccccc4)CC3)o2)cc1 | -1.4 | 13.6 | -7.5 | 2.9 | -4.3 | 0.1 | -4.3 | 1.5 | 99.0 | 4.2
Nc1nonc1-n1nnc(C(=O)N/N=C/c2ccncc2)c1-c1ccccc1 | -11.8 | -1.2 | 4.0 | -2.8 | -14.1 | 1.0 | -3.3 | 2.2 | 99.0 | -9.8
COc1ccccc1[C@@H]1C(c2ccccc2)=NN(c2ccc(Br)cc2)[C@H]1C(=O)N1CCOC1=O | -16.8 | 0.7 | -6.0 | -6.6 | -2.0 | 1.8 | 6.8 | -1.4 | 105.0 | -17.3
CN1CCC/C1=C1/C(=O)N(c2ccccc2)N=C1NC(=O)Nc1cccc(Cl)c1 | 11.4 | 25.7 | -6.2 | -3.3 | -2.1 | 4.1 | -5.4 | 0.8 | 102.0 | -1.3
O=C(COC(=O)c1ccc(S(=O)(=O)N2CCCC2)cc1)Nc1cccc(Cl)c1 | -8.7 | -0.1 | -0.3 | -6.0 | -3.6 | 0.9 | 5.1 | 0.1 | 93.0 | -16.6
Cc1ccc2c(Cl)cc(Cl)c(OCC(=O)NCCc3ccccn3)c2n1 | -9.5 | 1.3 | 4.8 | 2.8 | -4.0 | -0.8 | 17.3 | 1.3 | 98.0 | -13.7
COC(=O)c1ccc(C)cc1C1CN=NC12Cc1cc(C)ccc1C2=O (stereo not given) | -11.2 | -5.5 | 4.7 | -22.2 | 3.4 | 1.3 | 3.4 | -0.6 | 91.0 | -26.2
COc1cc(CN2CCN(C(=O)c3cccc4ccccc34)CC2)cc(OC)c1OC | -7.8 | 5.4 | -0.1 | 0.9 | 17.3 | 2.8 | 5.9 | -0.1 | 96.0 | -4.1
CC(C)OC(=O)Nc1ccc(-c2ccc(NC(=O)OC(C)C)cc2Cl)c(Cl)c1 | 1.9 | 10.6 | 0.3 | 2.7 | -7.0 | 0.7 | -12.8 | -0.3 | 99.0 | -8.8
O=C(O)Cc1ccc(N=Cc2c(O)ccc3ccccc23)cc1 | 8.2 | -0.6 | 5.3 | -0.6 | -2.1 | 1.5 | 27.2 | -1.9 | 100.0 | 15.5
C=CCNC(=S)NNC(=O)c1cccn(Cc2ccc(Cl)c(Cl)c2)c1=O | 2.9 | 1.8 | 1.7 | 1.6 | 5.5 | -0.6 | 4.2 | 0.1 | 99.0 | -20.8
NS(=O)(=O)c1ccc(CNC(=O)c2ccc(NS(=O)(=O)c3ccc4[nH]c(=O)[nH]c4c3)cc2)cc1 | -1.4 | 4.8 | 7.2 | 3.4 | -3.8 | 0.1 | 0.7 | -1.6 | 99.0 | -21.9
COC(=O)c1c(C)[nH]c(C(=O)COC(=O)Cc2ccc3c(c2)OCCO3)c1C | -20.8 | 5.3 | 2.8 | 0.8 | 3.7 | 0.8 | 9.1 | -0.1 | 106.0 | 6.1
COCC(C)n1c(COc2ccccc2F)nnc1SCc1c(C)noc1C (stereo not given) | -4.8 | 13.4 | 1.2 | -0.6 | -7.8 | 0.3 | 0.0 | -1.3 | 87.0 | -28.4
CCOc1c2ccc(C(=O)NCc3ccc(OC(F)(F)F)cc3)cc2nn1C | -5.1 | 8.3 | -0.2 | 0.9 | -8.0 | 0.1 | -1.7 | 0.3 | 101.0 | -16.4
CCCNC(=O)c1ccc(N2CCC3(CC2)CC(c2ccccc2)=NO3)c([N+](=O)[O-])c1 | -8.3 | -7.3 | 3.8 | 2.1 | -3.3 | -1.9 | -5.4 | -1.7 | 84.0 | 9.1
Cc1cc(C)n2c(Nc3ccc4c(c3)OCCO4)c(-c3cc4ccccc4o3)nc2n1 | . | . | 3.7 | 5.6 | -4.4 | . | . | . | 102.0 | 37.0
CCOC(=O)N1CCN(S(=O)(=O)c2ccc(OC)c(Cl)c2)CC1 | -9.5 | 18.2 | -0.9 | 3.0 | -0.9 | 0.7 | -9.4 | -2.4 | . | -4.1
CCOC(=O)c1ccc(N2C(=O)CC(SCC(=O)Nc3ccc(S(N)(=O)=O)cc3)C2=O)cc1 (stereo not given) | 2.5 | 2.1 | -2.8 | -21.1 | -3.4 | 0.3 | -2.8 | -4.0 | 101.0 | 17.4
COc1ccccc1NC(=O)CN1C(=O)COc2ccc(S(=O)(=O)N3CCCCCC3)cc21 | -6.1 | 11.0 | 2.1 | -6.0 | 6.1 | -2.5 | 0.6 | -0.8 | 98.0 | -1.0
COc1cccc(-c2nc(CS(=O)(=O)CC(=O)N3CCOCC3)c(C)o2)c1 | -4.6 | -1.0 | 6.1 | -2.6 | -5.2 | 0.7 | -2.3 | -1.6 | 99.0 | 4.0
Cc1ccc(C(=O)COC(=O)c2c(C)cc(=O)oc2C)cc1[N+](=O)[O-] | 2.0 | -1.5 | 7.4 | 2.4 | -11.9 | 1.2 | -0.2 | 2.0 | 101.0 | 5.0
Cc1sc2ncnc(Oc3ccc(-n4ccnc4)cc3)c2c1C | -10.8 | 9.3 | 3.2 | 0.8 | 6.0 | 0.7 | 0.4 | 0.0 | 92.0 | -26.1
O=C(O)c1cccc(N/N=C/c2ccc(OC(F)(F)F)cc2)c1 | 9.6 | 12.1 | -5.8 | 5.0 | -5.2 | -8.0 | -1.3 | -0.8 | 90.0 | -46.3
COc1cc(OC)cc(C(=O)N[C@H](C(=O)NCCc2ccc(S(N)(=O)=O)cc2)C(C)C)c1 | -5.0 | 3.5 | 3.0 | -4.5 | -9.2 | 3.1 | 0.7 | -1.0 | 98.0 | -9.4
O=C(NCCC1CCCCN1S(=O)(=O)c1ccccc1)C(=O)NC1CCCC1 (stereo not given) | 2.8 | -6.5 | -3.6 | -2.8 | -7.1 | -2.7 | 0.0 | -0.2 | 102.0 | 1.5
O=C(NC1CCCCC1)C1c2ccccc2OCC(=O)N1CCc1ccccc1 (stereo not given) | . | . | -4.3 | -0.7 | -9.8 | . | . | . | 101.0 | -10.6
CCN(CC)c1ccc(-c2n[nH]c(=S)n2-c2ccccc2)cc1 | -4.2 | 2.6 | 6.8 | -16.3 | -5.3 | 8.9 | -7.5 | -1.8 | 96.0 | -12.7
Cc1ccc(S(=O)(=O)N2CC3CCCC2C3)cc1 (stereo not given) | . | -4.0 | 1.0 | 0.0 | -8.5 | -2.3 | 2.8 | -0.6 | 98.0 | 3.0
Cc1ccccc1/C=N/n1c(-c2ccccn2)n[nH]c1=S | -6.3 | -2.4 | 5.5 | 8.8 | -26.8 | 0.9 | 6.2 | -0.3 | 101.0 | -17.3
COc1cc(C(=O)N/N=C/c2ccsc2C)cc(OC)c1OC | -2.3 | -31.7 | -5.8 | 0.7 | 18.9 | 12.0 | 2.1 | -2.5 | 98.0 | 23.7
CC(=O)Nc1ccc(-c2ccnc3c2CC(C(=O)Nc2ccccc2)O3)cc1 (stereo not given) | . | 4.0 | 6.3 | 6.4 | 7.5 | 7.3 | 13.8 | 1.0 | 101.0 | 14.0
COCCCn1c(SCC(=O)N2CC(=O)Nc3ccccc32)nnc1-c1ccoc1C | -3.8 | 10.2 | 9.6 | 1.6 | 7.8 | -1.3 | 10.9 | 2.4 | 86.0 | -12.9
COc1cccc(N=Nc2ccc(O)c3ncccc23)c1 | -3.8 | -11.2 | -15.7 | 1.8 | 5.0 | -8.6 | 14.4 | -6.5 | 96.0 | -35.7
Cc1cc(C(=O)Nc2ccc(Br)cn2)sc1C | -6.1 | -4.7 | -11.2 | 1.5 | 1.0 | -9.8 | -14.4 | 0.0 | 101.0 | -45.7
CCOC1=CC2=C(C(=O)C(Cl)=CC2=O)[C@@H]2CN(S(=O)(=O)c3ccc(C)cc3)[C@@H](c3ccccc3)[C@H]12 | . | . | -0.9 | 52.9* | 0.3 | 9.0 | -1.9 | . | 101.0 | 7.6
Cc1ccccc1OC(=O)CCC(=O)OCCCC(F)(F)C(F)(F)F | -2.2 | 4.1 | 1.0 | 6.5 | -7.2 | 2.8 | -0.9 | -0.2 | 94.0 | 1.6
CNC(=S)N1N=C(c2ccc(C)cc2)CC1c1ccc(Br)cc1 (stereo not given) | -9.5 | -1.6 | 1.2 | -5.1 | -10.9 | -5.3 | -8.3 | 0.5 | 89.0 | -56.3

Some values from the entries so far.
Value of `Cc1ccc(S(=O)(=O)N2CC3CCCC2C3)cc1` (stereo not given) in SRC2 inh: 3.0
Value of `COCCCn1c(SCC(=O)N2CC(=O)Nc3ccccc32)nnc1-c1ccoc1C` in NOD2-RIPK2 inh: 7.8
